Source: PubChem BioAssay
GCN5L2 inh – GCN5L2 (KAT2A) acetyltransferase inhibition | Q92830 | GCN5L2 HAT assay, ThioGlo1 CoA-SH fluorescence | Potency, µM (doses to about 58.9 µM), inactives show at the highest dose activity change, negative = inhibition, most hits filed as inhibitors | 390,000 tested, 0.21% active
Target sequence (Q92830 whole entry, looked up): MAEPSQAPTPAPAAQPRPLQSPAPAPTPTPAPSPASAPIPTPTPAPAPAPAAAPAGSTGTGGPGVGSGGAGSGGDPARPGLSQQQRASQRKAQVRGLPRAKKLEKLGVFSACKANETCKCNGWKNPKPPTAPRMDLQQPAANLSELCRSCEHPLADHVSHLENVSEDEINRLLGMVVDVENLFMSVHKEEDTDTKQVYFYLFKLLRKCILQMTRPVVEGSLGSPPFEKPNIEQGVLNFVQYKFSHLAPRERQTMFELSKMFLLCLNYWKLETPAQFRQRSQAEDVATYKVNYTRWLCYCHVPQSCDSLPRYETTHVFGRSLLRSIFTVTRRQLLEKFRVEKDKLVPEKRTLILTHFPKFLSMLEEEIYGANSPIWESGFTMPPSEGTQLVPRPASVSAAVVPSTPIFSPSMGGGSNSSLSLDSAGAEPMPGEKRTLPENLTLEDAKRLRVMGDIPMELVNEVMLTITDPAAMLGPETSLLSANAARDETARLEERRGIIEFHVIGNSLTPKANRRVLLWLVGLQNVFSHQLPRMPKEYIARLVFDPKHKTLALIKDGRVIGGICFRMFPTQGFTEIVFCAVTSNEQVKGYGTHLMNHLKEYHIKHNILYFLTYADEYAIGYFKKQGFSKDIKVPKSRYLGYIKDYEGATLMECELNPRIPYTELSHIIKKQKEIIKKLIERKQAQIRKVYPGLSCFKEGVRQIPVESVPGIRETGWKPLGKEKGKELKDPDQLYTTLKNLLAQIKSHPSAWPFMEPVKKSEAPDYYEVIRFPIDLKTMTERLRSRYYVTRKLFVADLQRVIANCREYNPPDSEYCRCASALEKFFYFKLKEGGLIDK
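Free CoA generated was detected with ThioGlo1 (50uM) fluorescence at Ex340nm/Em540nm, read immediately and after 20 min at room temperature. Enzyme, 20 nM in HEPES pH 7.5 buffer, saw compounds 15 min before adding 75uM H3(1-25) peptide and 70uM acetyl-CoA.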
FEN1 inhibitor – inhibitors of human flap endonuclease 1. 390,000 tested, 0.35% active. AID 588795. Potency, µM (top dose mostly 114 µM), for inactives: top-dose activity change, negative = inhibition, most hits filed as inhibitors. Recombinant FEN1 flap cleavage, fluorescence, 15 min. P39748; further: nearly all actives have a fitted effect of over 65% in size
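Enzyme 10 nM, 15 min RT preincubation with compound; start with substrate 50 nM final; reads at 0 and 15 min; qHTS titration, four-parameter Hill fit.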
N370S GC – N370S glucocerebrosidase modulation, Gaucher chaperone candidate. P04062. N370S GC spleen homogenate, 4MU-glucoside fluorescence. Potency, µM (top dose mostly 59.4 µM), inactives show top-dose activity change, negative = inhibition, usual class: inhibitors. 330,000 tested, 0.092% active. AID 2101;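 further: 0% = full enzyme activity and -100% = no enzyme basal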
Active calls of the source: *; ? = inconclusive; / = no result given; & = joins results of further samples; [ ] = remark or other dose. The call rests on the fitted dose curve; in most records, active means well fitted curve in the direction sought with a large enough effect; inconclusive means small, poorly fitted or top-dose-only effect, or another doubt; inactive means no such curve, though single readings can be large; an effect the other way counts as inactive or inconclusive. Unless noted, on the % scale 0 is the no-effect control and ±100 the full control effect; potency means the concentration at half of the fitted maximal effect. Only part of the results is shown; rates above refer to the full screens.

The line under a structure holds: FEN1 inhibitor, N370S GC, GCN5L2 inh
CCOC(=O)c1ccc(N2C=C(C(=O)OC)C(c3cccc(O)c3)C(C(=O)OC)=C2)cc1
 : -2%, -5%, -4%
Cc1cccc(C2NC(=O)c3c(sc(C)c3C)N2)c1O (stereo not given)
 : -4%, 1%, -16%
COc1ccc2[nH]c3c(=O)n(CCCCC(=O)NCCC(C)C)c(=S)[nH]c3c2c1
 : 16%, -1%, -17%
Cc1ccc(NS(=O)(=O)c2ccc(C(=O)NNC(=O)c3ccccc3O)cc2)cc1
 : -2%, -10%, -20%
O=C1CCC(=O)N1c1ccc(S(=O)(=O)N2CCCC2)cc1
 : 48%[activator], 1%, 16%
Cc1cc([N+](=O)[O-])ccc1NC(=O)Nc1ccc(F)cc1F
 : -6%, 2%, -2%
Cc1ccc(CCNC(=O)CN2C(=O)COc3ccc(S(=O)(=O)N4CCC(C)CC4)cc32)cc1
 : 2%&0%, ?, -2%&-6%
O=C(c1cc2cc([N+](=O)[O-])ccc2oc1=O)N1CCOCC1
 : 7%, 0%, 1%
COc1ccc(CCN2C(=O)CS/C2=N\NC(=O)c2ccc(C(C)(C)C)cc2)cc1OC
 : -1%, 8%, -6%
O=S1(=O)N=C(N2CCOCC2)c2ccccc21
 : -1%, -18%, -1%
COCCC1CCCCN1Cc1cn(-c2ccccc2)nc1-c1ccc2c(c1)OCO2 (stereo not given)
 : 6%, 3%, -17%
O=c1c2ccccc2n2c(-c3ccc(Cl)cc3)nnc2n1CCc1ccccc1
 : 1%, /, 1%
C=CCNC(=O)NC(=S)c1ccccc1
 : -8%, -1%, -8%
COc1ccccc1NC(=O)NNC(=O)C(C)Oc1ccc2ccccc2c1 (stereo not given)
 : -8%, -7%, -3%
CCN1C(=NCCCCO)N[C@@H](c2ccccc2)C(C(=O)OC)=C1C
 : /, 1%, 3%
COc1ccccc1N1CCN(c2nnc(-c3ccc(F)cc3)c3ccccc23)CC1
 : -1%, -27%, -5%
COc1ccccc1CNC(=O)c1ccc(NC(=O)CC2SC(N3CCCC3)=NC2=O)cc1 (stereo not given)
 : 5%, /, -3%
O=C(Nc1cccc(Br)c1)N1CCC(CN2CCCCC2)CC1
 : -2%, /, -1%
CCOc1ccc(NC(=O)c2ccccc2NC(=O)CN2CCCCCC2)cc1
 : -15%, -24%, -1%
COc1cc(/C=C/C(=O)N(C)c2ccccc2C(=O)O)cc(OC)c1OC
 : 8%, /, -1%

Other entries follow:
The line under a structure holds: FEN1 inhibitor, N370S GC, GCN5L2 inh
COc1cccc(NC(=O)c2oc3ccccc3c2NC(=O)c2ccc3c(c2)OCO3)c1
 : -1%, -3%, ?
C[C@@H]1C(=O)O[C@H]2[C@H](O)[C@@]34[C@H]5CC(C(C)(C)C)[C@]36[C@H](OC(=O)[C@H]6O)O[C@]4(C(=O)O5)[C@@]12O (stereo not given in full)
 : /, ?, 35%[activator]
Cc1cccc2c1[nH]c1nc(N/N=C\c3ccco3)nnc12
 : /, 0%, 3%
COc1cccc(C(=O)NC2(C(F)(F)F)N=C3SCCN3C2=O)c1 (stereo not given)
 : -6%, 2%, -2%
CC1(C)CC(=O)C2=C(C1)OC(N)=C(C#N)C21C(=O)N(Cc2ccccc2Cl)c2ccccc21 (stereo not given)
 : 5%, -22%, -4%[0.501 µM]
Nc1nc2c(F)cccc2s1
 : -5%, -15%, 5%
CCC(=O)N/C(=N/c1nc(C)cc(C)n1)Nc1ccc(OC)cc1
 : 8%, 24%, 1%
COCCCNC(=S)N(CCN(C)C)Cc1cc2cc3c(cc2[nH]c1=O)OCCO3
 : 6%, ?, -2%
CCC(NC(=S)Nc1ccccc1)C(=O)O (stereo not given)
 : -1%, 8%, -6%
O=C(CSc1nnc2c(Cl)cc(C(F)(F)F)cn12)Nc1ccc2c(c1)OCO2
 : 4%, 4%, -4%
CCc1nnc(NS(=O)(=O)c2ccc(NC(=S)NC(=O)/C=C/c3ccc(C(C)C)cc3)cc2)s1
 : ?, /, -27%
COc1ccc(CN2CCCC(C(=O)N3CCc4ccccc4C3)C2)cc1OC (stereo not given)
 : -6%, -3%, 1%
CCOC(=O)c1sc2nc(C)nc(NCc3cccnc3)c2c1C
 : -5%, -6%, -14%
CCOc1ccccc1NC(=O)NCCn1c(=O)oc2ccc(C)cc21
 : 8%, /, -9%
CCCCn1c(SCC(=O)OCC)nc2c1c(=O)[nH]c(=O)n2C
 : -3%, 3%, 0%
CC1=NN(c2ccc([N+](=O)[O-])cc2)C(=O)/C1=C\N(C)C
 : 5%, -9%, -10%
CCCNC(=O)C(Cc1ccccc1)NC(=O)c1ccc(-c2ccccc2)cc1 (stereo not given)
 : -1%, /, -7%
Cc1ccc(S(=O)(=O)CC(CN2CCOCC2)N2CCOCC2)cc1 (stereo not given)
 : 5%, 5%, 2%
CCOC(=O)c1nnn(C(CC)C(=O)Nc2c(C)cccc2C)c1C(=O)OCC (stereo not given)
 : 3%, /, -8%
COc1ccccc1-n1c2nc3ccccc3nc2c2c(=O)n(-c3cc(C)cc(C)c3)cnc21
 : -12%, 7%, -18%

An excerpt of the results above:
The line under a structure holds: FEN1 inhibitor, N370S GC, GCN5L2 inh
CC1(C)CC(=O)C2=C(C1)OC(N)=C(C#N)C21C(=O)N(Cc2ccccc2Cl)c2ccccc21 (stereo not given)
 : 5%, -22%, -4%[0.501 µM]
Nc1nc2c(F)cccc2s1
 : -5%, -15%, 5%
CCC(=O)N/C(=N/c1nc(C)cc(C)n1)Nc1ccc(OC)cc1
 : 8%, 24%, 1%
COCCCNC(=S)N(CCN(C)C)Cc1cc2cc3c(cc2[nH]c1=O)OCCO3
 : 6%, ?, -2%
CCC(NC(=S)Nc1ccccc1)C(=O)O (stereo not given)
 : -1%, 8%, -6%

(next part)
The line under a structure holds: FEN1 inhibitor, N370S GC, GCN5L2 inh
COc1cccc(CNC(=O)CCn2cnc3ccccc3c2=O)c1
 : -7%, /, 0%
Oc1cccc(Nc2ncnc3ccccc23)c1
 : -3%, 0%, 0%
O=C(Nc1ccccc1C(=O)N1CCCCCC1)c1ccc(Cl)cc1
 : 8%, 10%, -3%
O=c1cc(N2CCN(c3ccc(F)cc3)CC2)[nH]c(=O)n1-c1cccc(Br)c1
 : 12%, /, -4%
CCCCC(=O)OCc1c(-c2ccccc2)ncc2ccccc12
 : ?, /, -8%
Cc1ccc([N+](=O)[O-])cc1NC(=O)Nc1ccc(S(N)(=O)=O)cc1
 : -5%, 0%, -6%
CCc1ccc(OCC(O)CN2CCN(c3ccc(OC)cc3)CC2)cc1 (stereo not given)
 : -7%, -23%, -6%
Cc1cc(=O)oc(C)c1C(=O)NCCc1ccc(F)cc1
 : -12%, 14%, -14%
Cc1ccc2nc3c(cc(C(=O)NC4CCCCC4)c(=N)n3C3CCCCC3)c(=O)n2c1
 : -1%, 4%, 0%
C#CCOCCOCCOCCNc1nc(N2CCN(C(=O)[C@H]([C@@H](C)CC)n3cc(CCCN=C(N)N)nn3)CC2)nc(N2CCN(C(=O)[C@H]([C@@H](C)CC)n3cc(CCCN=C(N)N)nn3)CC2)n1
 : /, -27%, 0%
C[C@@H]1CN([C@@H](C)CO)C(=O)c2cc(NC(=O)Nc3ccc4c(c3)OCO4)ccc2O[C@H]1CN(C)S(=O)(=O)c1cn(C)cn1
 : -4%, /, 4%
CCCCn1c(SCC(=O)Nc2ccc(OCC)cc2)nc2ccsc2c1=O
 : 4%, /, -11%
COc1ccccc1NC(=O)CSc1nnc(Cn2c(=O)sc3ccccc32)n1C
 : 14%, 2%, -2%
Cn1nnnc1Sc1ncnc2scc(-c3ccccc3)c12
 : 3%&10%, 5%, -4%
O=C(Cn1ccc2ccccc2c1=O)NCCC(=O)N1CCN(c2cccc(C(F)(F)F)c2)CC1
 : -5%, 23%, 3%
CC(C)OC(=O)c1cccnc1N1CCN(c2cccc(Cl)c2)CC1
 : 8%, -9%, -8%
CCc1ccc(OCC(=O)Nc2ccc3oc(-c4ccc(OC)cc4)nc3c2)cc1
 : -5%, /, -3%
Cc1cccc(NC2=C/C(=N/S(=O)(=O)c3cccs3)c3ccccc3C2=O)c1
 : -19%, -10%, -6%
Cc1nc2c(C)cccn2c(=O)c1NC(=O)c1cccc2ccccc12
 : 6%, -12%, -3%
COc1ccc(C(=O)Nc2ncccc2C)cc1S(=O)(=O)N1CCCc2ccccc21
 : 26%, -3%, 3%

Later entries:
The line under a structure holds: FEN1 inhibitor, N370S GC, GCN5L2 inh
CCc1nc2ccc(C(=O)N3CCN(c4cc(Cl)ccc4C)CC3)cc2nc1CC
 : -14%, /, -5%
CCN(Cc1ccccc1)C(=O)CSc1nncn1C
 : 4%, -2%, 2%
CN(CC(=O)Nc1ccccc1F)CC(=O)Nc1ccccc1Br
 : 7%, 2%, -5%
Cc1nc(NC(=O)c2ccc([N+](=O)[O-])cc2Cl)sc1C(=O)N(C)C
 : -1%, -20%, -13%
CSCCC1NC(=O)N(CC(=O)Nc2ccc(Cl)c(S(=O)(=O)N3CCOCC3)c2)C1=O (stereo not given)
 : 6%, /, -1%
Cc1ccc(S(=O)(=O)N2CCCC2C(=O)NCc2ccccc2F)cc1 (stereo not given)
 : -4%, -2%, 1%
CCCn1c(NC(=O)C2CCN(S(=O)(=O)c3cccs3)CC2)nc2ccccc21
 : 9%, 6%, -1%
O=C1C=CN(C(=O)Oc2ccccc2)CC1
 : -7%, 5%, -3%
CCc1ccc(CNC(=O)C2CCN(S(=O)(=O)N3CCCC3)CC2)cc1
 : -7%, -17%, -4%
CC(NC(=O)OCc1ccccc1)C(=O)Oc1cc2oc(=O)cc(-c3ccccc3)c2cc1Cl (stereo not given)
 : 10%, 20%, 0%
C=C1C2(C(=O)NCc3ccco3)CCC(C2)C1(C)C (stereo not given)
 : 2%, 6%, 2%
Cc1csc(=O)n1CC(=O)OCC(=O)Nc1ccc(Cl)cc1F
 : 1%, -13%, 2%
Cc1ccc2oc(-c3cccc(NC(=O)c4cccc5c(Cl)cccc45)c3)nc2c1
 : -5%, /, 2%
O=C(NC1CCCCC1)C(c1ccccc1)N(C(=O)Cc1ccsc1)c1ccccc1 (stereo not given)
 : -4%, -3%, -10%
NS(=O)(=O)c1ccc(CCNC(=O)CN2CCN(c3ccccc3O)CC2)cc1
 : 20%, 15%, -3%
O=C(CCN1C(=O)/C(=C/c2ccccc2)SC1=S)N[C@@H](CO)Cc1ccccc1
 : 16%, -2%, -19%
COC(=O)c1ccc(C2c3c(-c4ccccc4O)n[nH]c3C(=O)N2Cc2cccnc2)cc1 (stereo not given)
 : -8%, /, -3%
COC(=O)[C@@H](NC(=O)N1CCC(Cc2ccccc2)CC1)C(C)C
 : 6%, -13%, ?
Cc1ccc(S(=O)(=O)N2CCN(C(=O)CCC(=O)N3CCc4ccccc43)CC2)cc1
 : -2%, -13%, -5%
O=C(CSCc1c(F)cccc1F)Nc1ccccc1
 : -8%, 21%, 1%

Looked up one by one from the list above, 2 records:
The line under a structure holds: FEN1 inhibitor, N370S GC, GCN5L2 inh
Cc1nc2c(C)cccn2c(=O)c1NC(=O)c1cccc2ccccc12
 : 6%, -12%, -3%
Cc1csc(=O)n1CC(=O)OCC(=O)Nc1ccc(Cl)cc1F
 : 1%, -13%, 2%

Other records follow.
The line under a structure holds: FEN1 inhibitor, N370S GC, GCN5L2 inh
CN(C)/C=C/C1=CC(=O)CC(C)(C)C1
 : -3%, 8%, 25%
CCC(C(=O)OCC(=O)NC(=O)c1ccccc1OC)c1ccccc1 (stereo not given)
 : 9%, -2%, -10%
CCCn1c(C)cc(=O)c2cc(NC(=O)c3cnccn3)ccc21
 : 1%, -5%, -2%
CCOc1ccc(C(C(=O)NC2CCCC2)N(CCCO)C(=O)c2ccc(-c3ccccc3)[nH]2)cc1 (stereo not given)
 : -22%, -2%, -8%
COC(=O)c1ccccc1NC(=O)CN(c1ccccc1OC)S(C)(=O)=O
 : 17%, /, 1%
O=C(COC(=O)c1cc2ccccc2o1)c1ccccc1
 : -5%, 7%, 0%
Cc1ccc2nc(NC(=O)COC(=O)c3ccncc3)sc2c1
 : 3%, -1%, -7%
CC1CCC2(CC1)NC(=O)N(CC(=O)NC(=O)Nc1ccc3c(c1)OCCO3)C2=O (stereo not given)
 : 0%, 3%, -2%
COc1ccc(-c2c(C)oc3c(CN4CCOCC4)c(O)ccc3c2=O)cc1OC
 : 18%, -3%, -4%
CCOC(=O)c1c(NC(=O)CSc2nnc(Cc3csc(N)n3)n2C)sc(C)c1C
 : 2%, 1%, -8%
CC1=C(C(=O)OCCCCCl)C(c2cc3c(cc2Br)OCO3)NC(=O)N1 (stereo not given)
 : -19%, -3%, -11%
COc1ccc(OC)c(S(=O)(=O)Nc2cc3c(cc2N2CCCC2)n(C)c(=O)c(=O)n3C)c1
 : -31%, -22%, -7%
Cc1ccccc1-n1c(-c2ccco2)n[nH]c1=S
 : 1%, -5%, 4%
CCNc1ncc2nc(CCc3ccccc3)c(=O)n(C)c2n1
 : /, ?, -23%
Cc1ccccc1N(C(=O)Cn1nnc(-c2ccc(F)cc2)n1)C(C(=O)NC(C)(C)C)c1ccncc1 (stereo not given)
 : 10%, 0%, 2%
Cc1nc(Nc2ccc(Cl)cc2)cc(-c2ccccc2)n1
 : -5%, /, -20%
COc1ccccc1CNC(=O)c1ccc(CS(=O)(=O)c2ccccc2)o1
 : 17%, 0%, ?
